High-throughput results as filed in PubChem BioAssay.
A3A deaminase – inhibitors of human APOBEC3A DNA deaminase; 0.41% of 330,000 active; recombinant A3A, FAM/TAMRA ssDNA deamination fluorescence; AID 493011; inhibition, % at 20 µM; P31941;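 active = at least 40% inhibition at 20 µM here, with at most 30% in a related deaminase screen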;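 note: plate controls were A3A with DMSO for no effect and wells lacking A3A enzyme for full effect; some results filed as inactive read as strong as hits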
Target sequence (P31941 whole entry, looked up): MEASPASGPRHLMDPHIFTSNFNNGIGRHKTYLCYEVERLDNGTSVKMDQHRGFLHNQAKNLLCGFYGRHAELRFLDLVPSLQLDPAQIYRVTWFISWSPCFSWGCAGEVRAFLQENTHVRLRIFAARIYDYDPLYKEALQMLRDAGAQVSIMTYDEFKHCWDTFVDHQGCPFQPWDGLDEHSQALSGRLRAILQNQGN
PfG6PD inh – PfG6PD (Plasmodium falciparum) enzyme inhibition; PfGluPho enzyme, NADPH resazurin-diaphorase fluorescence; inhibition, % at 20 µM; 0.78% of 350,000 active; AID 504690;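 active = inhibition reaching at least a set limit at 20 µM in the primary screen, cut at about 59% in these data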;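 note: 0% = DMSO wells with substrate and 100% = DMSO wells lacking glucose-6-phosphate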
mIAP block – mouse IAP inhibition | purified mouse IAP, CDP-Star luminescence, 30 min | inhibition, % at 10 µM | 0.2% of 330,000 active;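 active = inhibition of at least 40% at 10 µM in the primary screen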;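 note: plate controls were DMSO with enzyme for no effect and no enzyme wells for full effect; values of inactives mirror those of a sister screen read the other way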
HKDC1 inhibitor – blocks human hexokinase HKDC1 activity; Q2TB90; recombinant HKDC1, G6PDH/diaphorase resazurin coupled fluorescence; inhibition, % at 20 µM; 0.16% of 340,000 active; AID 493160;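 active = inhibition above about 35% when tested at 20 µM, limit read from the data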;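 note: plate controls were DMSO wells with enzyme for no effect and DMSO wells lacking enzyme for full effect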
Target sequence (Q2TB90 whole entry, looked up): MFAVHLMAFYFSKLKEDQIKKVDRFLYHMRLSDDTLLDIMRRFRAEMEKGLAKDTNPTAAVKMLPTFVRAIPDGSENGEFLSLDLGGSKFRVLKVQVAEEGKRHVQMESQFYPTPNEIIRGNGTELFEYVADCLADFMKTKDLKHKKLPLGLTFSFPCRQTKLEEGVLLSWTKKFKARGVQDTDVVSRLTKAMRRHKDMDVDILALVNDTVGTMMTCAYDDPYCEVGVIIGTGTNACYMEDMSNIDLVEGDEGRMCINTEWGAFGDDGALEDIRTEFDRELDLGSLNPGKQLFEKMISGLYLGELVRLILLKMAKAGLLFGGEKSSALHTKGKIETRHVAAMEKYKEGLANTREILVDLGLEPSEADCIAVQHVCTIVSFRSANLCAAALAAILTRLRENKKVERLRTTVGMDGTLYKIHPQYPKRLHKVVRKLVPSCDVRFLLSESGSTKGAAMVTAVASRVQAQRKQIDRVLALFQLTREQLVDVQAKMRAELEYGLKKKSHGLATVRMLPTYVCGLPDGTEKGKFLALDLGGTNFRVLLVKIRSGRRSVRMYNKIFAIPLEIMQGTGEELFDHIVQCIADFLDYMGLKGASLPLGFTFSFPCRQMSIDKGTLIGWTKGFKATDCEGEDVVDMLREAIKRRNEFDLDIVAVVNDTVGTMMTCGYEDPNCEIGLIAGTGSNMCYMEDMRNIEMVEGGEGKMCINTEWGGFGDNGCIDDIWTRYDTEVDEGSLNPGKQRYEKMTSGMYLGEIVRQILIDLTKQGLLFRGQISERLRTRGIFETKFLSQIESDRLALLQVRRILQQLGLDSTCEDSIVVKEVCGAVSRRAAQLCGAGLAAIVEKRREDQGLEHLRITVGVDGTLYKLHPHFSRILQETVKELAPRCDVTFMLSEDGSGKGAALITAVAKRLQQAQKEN
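Assay system: recombinant HKDC1 hexokinase; detection: coupled resazurin fluorescence, excitation 525 nm, emission 613 nm; benchmarks: DMSO-plus-enzyme-mix negative control, buffer-substituted positive control; compound dosing: single 20 µM dose; schedule: 90 min at room temperature in dark; also added: glucose plus 1 mM ATP as hexokinase substrates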
ATG4B inh – blocks human ATG4B protease cleavage of LC3 substrate; Q9Y4P1; ATG4B cleavage of LC3-PLA2, NBD-HPC fluorescence, 1 h; inhibition, % at 8.33 µM; 0.51% of 340,000 active; in the data active = inhibition above about 40%
hIAP block – human IAP inhibition. P09923. purified IAP, CDP-Star luminescence, 30 min. inhibition, % at 10 µM. 0.12% of 330,000 active;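 active = inhibition reaching a set limit with compound at 10 µM in the primary screen, cut at about 35% in these data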;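 note: plate controls were DMSO wells with enzyme for no effect and no-enzyme buffer wells for full effect; values of inactives mirror those of a sister screen read the other way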
hIAP activ – human IAP activation; P09923; purified human IAP, CDP-Star luminescence, 30 min; stronger effect = higher value; 1 = vehicle-only enzyme, 0 = enzyme-free background; activation factor at 10 µM; 0.16% of 330,000 active;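 active = activation factor of the enzyme at least 2-fold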; note: the source names both 10 and 20 µM as test concentration; values of inactives mirror those of a sister screen read the other way
mIAP act – increases mouse intestinal alkaline phosphatase activity; muIAP, CDP-Star luminescence, 30 min; stronger effect = higher value; 1 = vehicle-only enzyme signal, 0 = enzyme-free wells; activation factor at 10 µM; 0.24% of 330,000 active;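 active = activation factor of at least 2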; note: the source names both 10 and 20 µM as test concentration; values of inactives mirror those of a sister screen read the other way
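System: Mouse IAP enzyme | Also added: CDP-Star substrate | Dosing: Compounds dispensed in DMSO | Schedule: 30 min enzyme-substrate-compound incubation at room temperature | Technique: Chemiluminescence readout | Control set: DMSO-only wells and no-enzyme negative control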
* = called active by the depositor; · = no result given.

item	mol	A3A deaminase	PfG6PD inh	mIAP block	HKDC1 inhibitor	ATG4B inh	hIAP block	hIAP activ	mIAP act
1	CCn1c(SCc2cccc(F)c2)nc2c(c1=O)SCC2	-2	-8	-7	-3	8	-18	1.2	1.1
2	Cc1csc(NC(=O)C2CCCN2C(=O)Oc2ccccc2)n1 (stereo not given)	-3	22	-10	2	-3	0	1	1.1
3	CCc1nnc(NC(=O)CSc2nnc(-c3ccoc3C)n2-c2ccccc2)s1	-3	-23	4	1	-11	2	0.98	0.96
4	CCCc1c(C)nc(N2CCN(c3cccc(OC)c3)CC2)[nH]c1=O	-6	-1	-10	-2	-2	-7	1.1	1.1
5	COc1ccc(C(CNC(=O)c2cccn2C)N2CCOCC2)cc1 (stereo not given)	4	5	-4	-9	-9	10	0.91	1
6	CC(=O)Nc1nnc(SCC(=O)NC(C)(C)C)s1	-3	4	-3	-13	-4	-7	1.1	1
7	Cc1cc(C)cc(OCC(=O)OCC(=O)Nc2cc(S(=O)(=O)N3CCOCC3)ccc2C)c1	1	-2	-14	-3	-2	5	0.95	1.1
8	Cc1cc(=O)[nH]c(N/N=C/c2ccc(Cl)cc2Cl)n1	-4	-5	2	-2	4	-1	1	0.98
9	COc1ccc(Cc2c(O)nc(SCC(=O)N3CCOCC3)[nH]c2=O)cc1	-7	4	-2	2	-7	3	0.97	1
10	Cc1csc(NC(=O)c2cccnc2Cl)n1	4	-1	-7	-7	-6	2	0.98	1.1
11	Nc1nc(NCc2ccco2)nc(N2CCCCC2)c1[N+](=O)[O-]	-1	-3	-3	8	6	1	0.99	1
12	Cn1c(SCc2ccccc2F)nc2cccnc21	-2	1	2	8	8	0	1	0.98
13	Cn1c(SCC#N)nnc1-c1ccc2c(c1)OCO2	-3	14	-5	-8	7	2	0.98	1
14	COc1ccc(-c2noc(CN(C)Cc3ccc(C)o3)n2)cc1	-1	-11	7	3	2	2	0.98	0.93
15	CC(=O)N/N=C/c1ccc(OCCOc2ccc(Br)cc2)cc1	0	-4	3	-3	-6	5	0.95	0.97
16	CC(=O)c1cccc(NC(=O)N[C@@H](CC(C)C)C(=O)O)c1	-2	-5	5	-5	5	-3	1	0.95
17	Cc1cc(C(=O)NNC(=O)C(C)NS(=O)(=O)c2ccccc2F)c(C)o1 (stereo not given)	-3	2	9	-1	7	-62	1.6	0.91
18	Cn1cc([N+](=O)[O-])c(C(=O)N/N=C/c2ccc([N+](=O)[O-])cc2)n1	-2	21	7	-7	-8	2	0.98	0.93
19	Cc1cc(NS(=O)(=O)c2ccc(NC(=O)/C=C/c3ccccc3)cc2)nc(C)n1	-3	-12	-4	-4	-2	8	0.92	1
20	Cc1ccc(CNS(=O)(=O)N(C)C)cc1	0	-9	9	-6	3	-2	1	0.91
21	COc1ccc(/C=c2\s/c(=C/C(=O)c3ccc(C)cc3)[nH]c2=O)cc1OC	-1	2	5	-14	-16	5	0.95	0.95
22	O=C(NCc1ccccc1F)C(=O)NCC1OCCCN1S(=O)(=O)c1cccs1 (stereo not given)	0	-9	-1	4	4	0	1	1
23	O=C(NCCCN1CCOCC1)c1ccccc1	0	-6	-4	0	4	0	1	1
24	O=C(CSc1nc(=O)n(CCN2CCOCC2)c2c1CCCC2)Nc1ccc([N+](=O)[O-])cc1	0	24	8	-6	-8	5	0.95	0.92
25	CC(=O)c1c(N2CCN(C(=O)C3CCCO3)CC2)nc(=S)n(-c2ccccc2)c1C (stereo not given)	20	11	4	-6	4	15	0.85	0.96
26	C=CCn1c(=O)c2c(C)c(C)sc2n2c(Nc3ccccc3)nnc12	1	-18	-7	7	0	-6	1.1	1.1
27	CCOC(=O)C(C(=O)Nc1cccc(C)n1)C1CCCCC1 (stereo not given)	1	-8	3	0	1	-22	1.2	0.97
28	Cc1cccc(C)c1OCC(=O)Nc1cc(Cl)ccc1-n1cncn1	-1	11	6	-3	12	18	0.82	0.94
29	Cc1ccc2cc(CN(Cc3ccco3)C(=O)c3ccco3)c3nnnn3c2c1	-4	-12	1	-3	-1	2	0.98	0.99
30	COC(=O)[C@H](Cc1ccccc1)NC(=O)O[C@H]1C(=O)c2ccc(OC)cc2O[C@@H]1c1ccc2c(c1)OCO2	4	12	2	0	-11	4	0.96	0.98
31	COc1ccc(N(C(=O)c2cccnc2)S(=O)(=O)c2ccccc2)cc1	-1	16	-5	-10	-2	-23	1.2	1.1
32	Cc1ccc(CNC(=O)c2ccccc2NC(=O)CSc2nnnn2C)cc1	-1	-9	-16	-3	2	-13	1.1	1.2
33	CCc1sc(C(=O)Nc2ccc3c(c2)OCCO3)cc1Br	1	·	6	·	·	-18	1.2	0.94
34	OCCN1CCN(CC(O)C(F)(F)F)CC1 (stereo not given)	-1	-7	-2	13	-1	12	0.88	1
35	CC1CCCCC1NC(=O)CCC(=O)N1CCOc2ccc(Cl)cc21 (stereo not given)	-4	-3	4	-7	8	-10	1.1	0.96
36	O=Cc1cccc(Oc2ccc([N+](=O)[O-])cc2[N+](=O)[O-])c1	-3	38	-18	1	27	12	0.88	1.2
37	COc1ccc(N(C(=O)Cn2nnc3ccccc32)C(C(=O)NCc2ccco2)c2ccncc2)cc1 (stereo not given)	-5	6	8	-4	-8	12	0.88	0.92
38	COc1cccc(-c2nn(C)c3sc(C(=O)NCc4ccccn4)cc23)c1	0	5	-2	4	-10	1	0.99	1
39	O=C(N/N=C/c1ccc(C(=O)O)cc1)C(=O)N1CCCCCC1	-1	-10	-11	-2	-1	-36	1.4	1.1
40	O=C(CSc1ccccc1)NNC(=O)c1ccccc1O	0	-47	26	-29	-4	-41	1.4	0.74
41	CC1(C)CC(=O)/C(=C(/O)CCCN2C(=O)c3ccccc3C2=O)C(=NC(C)(C)C)C1	0	-8	0	-2	3	12	0.88	1
42	Cn1cccc1/C=C1\SC(=S)N(Nc2ccccc2)C1=O	1	12	40*	5	9	-20	1.2	0.6
43	Cc1ccc(Cc2cnc(NC(=O)/C(C#N)=C/c3ccc(-c4ccccc4[N+](=O)[O-])o3)s2)cc1	1	-1	14	-1	-1	8	0.92	0.86
44	COc1ccc(NC(=S)N2CCNC(=O)C2CC(=O)Nc2ccc(C)cc2)cc1 (stereo not given)	1	-1	-3	-8	-10	21	0.79	1
45	O=C(NC1CCCC1)c1ccc(CS(=O)(=O)c2cccc(C(F)(F)F)c2)o1	-2	5	6	2	3	-6	1.1	0.94

Next part (4 carried over from the part before).
item	mol	A3A deaminase	PfG6PD inh	mIAP block	HKDC1 inhibitor	ATG4B inh	hIAP block	hIAP activ	mIAP act
42	Cn1cccc1/C=C1\SC(=S)N(Nc2ccccc2)C1=O	1	12	40*	5	9	-20	1.2	0.6
43	Cc1ccc(Cc2cnc(NC(=O)/C(C#N)=C/c3ccc(-c4ccccc4[N+](=O)[O-])o3)s2)cc1	1	-1	14	-1	-1	8	0.92	0.86
44	COc1ccc(NC(=S)N2CCNC(=O)C2CC(=O)Nc2ccc(C)cc2)cc1 (stereo not given)	1	-1	-3	-8	-10	21	0.79	1
45	O=C(NC1CCCC1)c1ccc(CS(=O)(=O)c2cccc(C(F)(F)F)c2)o1	-2	5	6	2	3	-6	1.1	0.94
46	COc1ccc(-c2cc(C(=O)Nc3ccc(S(N)(=O)=O)cc3)c3ccccc3n2)cc1OC	-3	-3	7	-3	-4	18	0.82	0.93
47	CCCCOC(=O)c1ccc(NC(=O)c2c(N)n(C)c(=O)[nH]c2=O)cc1	-2	-8	-6	0	2	-8	1.1	1.1
48	Cc1ccccc1NC(=O)c1ccc2c(O)c(S(=O)(=O)c3ccccc3)c(=O)[nH]c2c1	2	0	4	0	-7	8	0.92	0.96
49	COc1ccc(OCC(=O)Nc2ncc3c(n2)CC(C)(C)CC3=O)cc1	3	-4	0	7	-2	-5	1.1	1
50	CCOc1ccc(S(=O)(=O)NCCC(=O)OCC(=O)NC(=O)c2cccn2C)cc1	-1	3	2	-2	-1	9	0.91	0.98
51	CN1CCN(C(=S)NC(=O)/C=C/c2ccccc2Cl)CC1	-1	4	13	3	-7	20	0.8	0.87
52	CCn1c(SCC(=O)OC)nc2sc3c(c2c1=O)CC(C)(C)OC3	2	5	-3	-5	-2	5	0.95	1
53	COc1cc2c(cc1OC)C(C)N(C(=O)c1cc3c(s1)-c1ccccc1OC3)CC2 (stereo not given)	-2	25	11	-4	-3	19	0.81	0.89
54	COc1cc(/C=C/C(=O)N2CCC=CC2=O)cc(OC)c1OC	-2	2	-10	-2	-7	22	0.78	1.1
55	Cc1ccc(S(=O)(=O)CCC(=O)OCc2cc(=O)oc3cc(C)ccc23)cc1	-4	2	-7	-1	-3	-24	1.2	1.1
56	Cc1ccccc1OCc1nc2ccccc2c(=O)n1/N=C/c1c[nH]c2ccccc12	5	8	6	-14	5	7	0.93	0.94
57	C#Cc1cccc(C(=O)NC2CCCN(C3Cc4ccccc4C3)C2)c1 (stereo not given)	-3	-5	-4	0	3	6	0.94	1
58	Cc1ccccc1OCCC(=O)OCC(=O)NC1CC1	-1	6	3	-4	1	-1	1	0.97
59	CC(=O)c1ccc(NC(=O)C(C)O/N=C(\N)c2ccccc2)cc1 (stereo not given)	5	-12	-3	3	-3	-4	1	1
60	C=CCOC(=O)C1=C[C@@H](c2ccc3c(c2)OCO3)C[C@@H](OCc2ccc(CO)cc2)O1	-1	2	8	-1	-1	3	0.97	0.92
61	CC1CCN(S(=O)(=O)c2cccc(C(=O)Nc3nncs3)c2)CC1	-2	-45	-3	1	0	-5	1.1	1
62	CC(C)CC(=O)NC1(C(F)(F)F)C(=O)Nc2c1c(=O)n(C)c(=O)n2C (stereo not given)	-3	9	7	-6	3	-7	1.1	0.93
63	Cc1c(Cc2ccc3c(c2)OCO3)sc(NC(=O)c2ccccc2)c1C(N)=O	0	3	20	-1	-5	6	0.94	0.8
64	CC(C)[C@H](NC(=O)NCc1ccc(Cl)cc1)C(=O)O	0	0	6	1	-5	11	0.89	0.94
65	COc1cc(CCC(=O)OCC(=O)Nc2ccc3c(c2)OCO3)cc(OC)c1OC	4	6	9	-1	-8	-4	1	0.91
66	COc1ccc(C(CNC(=O)c2cccc(S(=O)(=O)Nc3ccccc3Cl)c2)N2CCOCC2)cc1 (stereo not given)	-4	-28	19	6	1	16	0.84	0.81
67	c1cc(-c2nn[nH]n2)ccc1CN1CCCCC1	-1	-3	-6	-10	1	-4	1	1.1
68	Cc1nc(Nc2ccc(S(=O)(=O)N3CCCCC3C)cc2)c2nnn(Cc3ccccc3)c2n1 (stereo not given)	-6	19	6	-3	-6	-17	1.2	0.94
69	C=CCN(C(=O)C1=NN(C2CCS(=O)(=O)C2)C(=O)CC1)c1nc(-c2ccc([N+](=O)[O-])cc2)cs1 (stereo not given)	0	10	5	-1	-3	10	0.9	0.95
70	CCS(=O)(=O)c1ccc2oc(SCC(=O)NC3CCCC(C)C3C)nc2c1 (stereo not given)	6	-7	1	-7	-9	4	0.96	0.99
71	O=C(CSc1ccc(-c2ccccn2)nn1)c1ccc(F)cc1	-2	13	7	-1	-2	0	1	0.93
72	COc1ccc(/C=N/NC(=O)CCCOc2ccc(Cl)cc2Cl)cc1	-7	19	6	15	-15	-8	1.1	0.94
73	CCCn1c(SCC(=O)N2c3ccccc3Sc3ccccc32)nc2ccccc21	-2	12	1	-2	-10	-5	1.1	0.99
74	CCc1cccc(NC(=O)CCCSc2nc3ccccc3[nH]2)c1	-4	50	-13	-1	-19	-33	1.3	1.1
75	O=C1c2ccccc2C(=O)N1CNc1ccccc1	0	7	1	4	-8	3	0.97	0.99
76	Cc1c(/C=N/NC(=O)C2(O)c3ccccc3-c3ccccc32)cnn1C	6	19	4	-10	-5	13	0.87	0.96
